# IDE cell activ – IDE (human) activation, cell-based | AID 493087 | HEK cells, FAbeta-B cleavage, fluorescence polarization; 0% vehicle, 100% cell-free pure enzyme wells | hit rate 0.073% among 340,000 | P14735 | activation, % at 5.96 µM;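 active = activation above the mean of all tested compounds plus 3 SD, set per screening campaign, cut at about 17% in these data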
# Target sequence (P14735 whole entry, looked up): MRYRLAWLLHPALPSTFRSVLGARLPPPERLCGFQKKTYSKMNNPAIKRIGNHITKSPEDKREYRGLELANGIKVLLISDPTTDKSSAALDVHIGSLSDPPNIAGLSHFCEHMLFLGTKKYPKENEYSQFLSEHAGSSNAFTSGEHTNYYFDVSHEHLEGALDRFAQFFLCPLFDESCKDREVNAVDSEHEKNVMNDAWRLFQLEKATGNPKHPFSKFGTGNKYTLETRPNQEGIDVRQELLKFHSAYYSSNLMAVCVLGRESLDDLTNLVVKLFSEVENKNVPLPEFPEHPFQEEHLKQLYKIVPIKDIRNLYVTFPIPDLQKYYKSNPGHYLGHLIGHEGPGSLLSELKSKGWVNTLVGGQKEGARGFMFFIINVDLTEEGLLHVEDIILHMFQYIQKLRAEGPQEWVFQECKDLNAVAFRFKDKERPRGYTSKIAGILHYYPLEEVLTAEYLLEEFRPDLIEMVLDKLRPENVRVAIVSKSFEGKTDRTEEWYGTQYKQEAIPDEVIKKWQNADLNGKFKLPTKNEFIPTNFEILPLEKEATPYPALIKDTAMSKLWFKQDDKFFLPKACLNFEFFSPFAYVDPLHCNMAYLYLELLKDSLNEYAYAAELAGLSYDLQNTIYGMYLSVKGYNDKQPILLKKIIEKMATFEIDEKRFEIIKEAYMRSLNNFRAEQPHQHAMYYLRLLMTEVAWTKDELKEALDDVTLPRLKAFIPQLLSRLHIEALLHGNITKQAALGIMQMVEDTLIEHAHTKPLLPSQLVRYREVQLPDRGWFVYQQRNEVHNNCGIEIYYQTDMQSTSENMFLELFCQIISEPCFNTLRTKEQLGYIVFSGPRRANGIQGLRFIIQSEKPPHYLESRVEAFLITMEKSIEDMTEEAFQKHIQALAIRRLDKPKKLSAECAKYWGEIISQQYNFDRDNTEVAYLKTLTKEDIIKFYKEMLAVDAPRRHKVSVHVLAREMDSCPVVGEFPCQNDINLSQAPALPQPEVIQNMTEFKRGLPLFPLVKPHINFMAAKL
# M18AAP inhibitor – blocks P. falciparum M18 aspartyl aminopeptidase; recombinant PfM18AAP, H-Glu-NHMec fluorogenic cleavage; inhibition, % at 7.35 µM; hit rate 1.2% among 290,000;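 active = inhibition above the campaign mean inhibition over all tested compounds plus 3 SD, cut at about 28% in these data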;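 note: 0% = plate median of test compound wells and 100% = 2 mM ZnCl2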
# p-CIP stab down – p/CIP protein destabilization | decrease of EGFP signal, % at 10 µM | F442A p/CIP-EGFP cells, EGFP fluorescence, 16 h | Q05BA5 | hit rate 0.01% among 290,000 | AID 1984;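 active = EGFP signal decrease of at least 30% at 10 µM or well 3 SD below plate mean, unless failing retest; inactive = the rest, including hits failing retest or dose response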; note: some compounds called inactive have numbers as strong as hits; many of its hits are not listed in these tables
# IMP-1 inh – inhibitors of Pseudomonas aeruginosa IMP-1 metallo-beta-lactamase | purified IMP-1, nitrocefin hydrolysis, epi-absorbance fluorescence | inhibition, % at 5.6 µM | hit rate 0.45% among 290,000 | AID 1556;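 active = inhibition above the mean plus 3 SD of all compounds in the same screening run, cut at about 4.5% in these data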;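 note: 0% = IMP-1 with DMSO and 100% = DMSO wells lacking enzyme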
#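 Material – recombinant IMP-1 enzyme, purified · Amount – IMP-1 0.2 nM before substrate addition · Medium – HEPES buffer pH 7.1 with ZnSO4 and Brij 35 · Timing – 25 °C, 15 min preincubation, 25 min reaction · Measured by – plate fluorescence quenching by hydrolysis product, ex 480/em 530 nm · Read-out – percent enzyme inhibition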
# VIM-2 inhibitor – inhibitors of Pseudomonas aeruginosa VIM-2 metallo-beta-lactamase. purified VIM-2, nitrocefin hydrolysis, epi-absorbance fluorescence. inhibition, % at 5.6 µM. hit rate 0.89% among 290,000. AID 1527;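 active = inhibition above the mean of all tested compounds plus 3 SD, cutoff set per screening run, cut at about 7.5% in these data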;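 note: red hydrolysis product quenches plate fluorescence so inhibitors raise well fluorescence; 0% = enzyme with DMSO and 100% = DMSO without enzyme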
# NS3 helicase inh – HCV NS3 helicase inhibition | hit rate 0.56% among 290,000 | NS3 helicase DNA unwinding, Cy5 molecular beacon fluorescence | AID 1800 | inhibition, % at 10.9 µM;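 active = inhibition above the mean of all tested compounds plus 3 SD, set per campaign, cut at about 35% in these data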;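 note: 0% = DMSO wells and 100% = thioflavine S control wells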
#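 test system = hepatitis C virus NS3 helicase domain fragment enzyme | reagent = annealed dual-labelled DNA beacon duplex, ATP-started | times = 1 h at 25 °C | detection = Cy5 fluorescence, 0 and 60 min reads | read-out basis = percent inhibition from t60/t0 fluorescence ratio | control set = DMSO and thioflavine S | replication = one well per compound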
# DNA FID counter – counter-screen for HCV NS3 helicase inhibitors: DNA intercalator displacement. DNA fluorescent intercalator displacement, fluorescence. hit rate 0.17% among 290,000. inhibition, % at 7.9 µM. AID 1845; in the data active = inhibition above about 37%;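 note: 0% = vehicle and 100% = reference compound; higher means more ethidium bromide displaced from hairpin DNA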
# UBC9 SUMO inh – blocks human SUMOylation mediated by UBC9; AID 2006; hit rate 0.36% among 290,000; HTRF SUMOylation assay, SAE1/SAE2 + UBC9, in vitro; inhibition, % at 35 µM; in the data active = inhibition above about 50%, passing the limit was not always enough; note: strong numbers were not always called active
# IDE cell inh – inhibitors of human insulin-degrading enzyme in cells | inhibition, % at 5.59 µM | hit rate 0.41% among 320,000 | AID 434962 | HEK cells, FAbetaB cleavage, fluorescence polarization;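 active = percent inhibition above the average of all tested compounds plus 3 SD, set per screening campaign, cut at about 16% in these data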;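 note: IDE supplied by intact live HEK cells; FP after avidin binding of uncleaved biotin substrate so inhibition keeps polarization high; 0% = DMSO wells and 100% = 60 µM reference IDE inhibitor Ii1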
# Starred values were filed as active, the others as inactive; nt = not tested or not shown. Hits appear at their usual frequency. Share with any hit: about 3.6%.
SMILES,IDE cell activ,M18AAP inhibitor,p-CIP stab down,IMP-1 inh,VIM-2 inhibitor,NS3 helicase inh,DNA FID counter,UBC9 SUMO inh,IDE cell inh
CCn1c(CNc2ccc(C(=O)O)cc2)nc2ccccc21,2,3,-11,-5.5,-2.9,4,-6,4,3
c1ccc(-c2nc(-c3ccccn3)nc(-c3ccccn3)n2)nc1,8,0,-2,-1.0,21*,-3,-13,3,-5
Cc1nn(-c2ccccc2)c2c1C1(C(=O)N(C(C)C)c3ccccc31)C(C#N)=C(N)O2 (stereo not given),4,6,5,-3.3,-2.3,12,-19,-14,4
Cc1c(C(c2ccc(F)cc2)c2c(C)n(C)n(-c3ccccc3)c2=O)c(=O)n(-c2ccccc2)n1C,1,-4,-5,-0.5,0.8,-2,-22,11,2
O=C(Cn1cccc1)N1CCN(c2ccc(F)cc2)CC1,2,0,-3,-3.5,-5.4,6,-5,12,1
CC(C)c1ncc(C(O)c2ccccc2)n1C (stereo not given),4,1,-1,-1.5,-2.0,-2,-1,3,4
O=C(CN1C(=O)C2C3C=CC(C4CC34)C2C1=O)OCC(=O)c1ccccc1 (stereo not given),0,-1,0,-4.4,1.7,-3,-13,8,0
Cc1ccccc1C(=O)Oc1ccccc1N1C(=O)C2CC=CCC2C1=O (stereo not given),0,-5,1,-1.1,-0.4,11,-17,-4,3
O=C(NC(=O)N1CCN(c2ccccc2F)CC1)c1ccccc1,10,-4,1,-3.3,-1.1,7,2,24,2
O=C(N/N=C/c1ccc(O)c(O)c1)NC12CC3CC(CC(C3)C1)C2,4,48*,8,-0.9,0.1,-3,-7,-4,1
CC(=O)N/C(=C\c1ccccc1)C(=O)OCC(=O)N(C)C1CCCCC1,3,5,4,-2.2,-0.5,17,-21,-1,-4
Fc1ccccc1/C=N/Nc1cc(N2CCCCC2)ncn1,0,-1,nt,-2.1,-2.0,0,-26,nt,0
COc1cc(OC)c(OC)cc1CN1CCN(Cc2ccco2)CC1,1,-9,5,-1.6,-2.5,1,2,8,-1
Cc1cccc(C(=O)NNC2=CC(=O)CC(C)(C)C2)c1O,6,9,5,-2.4,-3.3,4,-11,-10,-6
COc1ccccc1O,5,10,1,-0.7,0.5,13,2,-6,-6
COc1cccc(NC(=O)[C@H](CC(C)C)NC(=O)[C@@H]2Cc3ccccc3CN2)c1,8,6,-5,1.9,0.6,-19,27,6,4
Cc1ccc2nc(N/C(=N/S(=O)(=O)c3ccc(F)cc3)c3ccccc3)sc2c1,3,6,0,-4.5,-3.9,-5,-21,22,11
CC1(C(=O)NCCCN2CCOCC2)Oc2cccnc2NC1=O (stereo not given),3,-2,-9,-1.0,-0.4,8,2,22,3
COc1cc2c(cc1OC)CN(C(=O)c1ccco1)CC2,5,5,12,-4.5,-5.9,12,-15,2,1
O=C(O)CCCN1C(=O)/C(=C/c2cn(-c3ccccc3)nc2-c2cccs2)SC1=S,1,-10,16,-2.7,-1.3,20,-26,60,nt
CCN1CCN(c2cc(C)c3cc(NC(=O)c4ccncc4)ccc3n2)CC1,4,nt,-1,nt,nt,nt,nt,1,1
COc1ccc(C(C)=O)cc1COc1ccc([N+](=O)[O-])c(C)c1,6,-3,-12,-1.0,-1.8,-5,-2,-10,6
COc1ccc(NS(=O)(=O)c2ccc(N3CCCC3)c(NC(=S)Nc3ccc(SC(F)F)cc3)c2)cc1,-6,12,2,-2.4,-0.5,-4,-7,-2,2
CCc1ccc(S(=O)(=O)c2ccc(-n3nc(C)cc3N)cc2)cc1,2,1,-11,-4.3,-2.4,-5,-13,2,-4
O=C(CSc1nnc(CN2CCOCC2)n1-c1ccc(Cl)cc1)N1CCc2ccccc21,6,-22,nt,-5.7,-0.4,1,-4,nt,4

# Additional records
SMILES,IDE cell activ,M18AAP inhibitor,p-CIP stab down,IMP-1 inh,VIM-2 inhibitor,NS3 helicase inh,DNA FID counter,UBC9 SUMO inh,IDE cell inh
C=CCn1c(SCC(C)=O)nnc1-c1cc(-c2ccccc2)sc1N,-4,9,4,-7.3,-1.1,11,-30,-17,0
COC(=O)c1cc(S(=O)(=O)Nc2cc(OC)cc(OC)c2)c[nH]1,2,-1,-11,-1.1,-2.5,-6,-7,-9,-2
CCc1ccc2oc(=O)cc(CN3CCCCC3)c2c1,1,-3,-5,-2.0,-0.2,-12,-10,4,-1
Cc1noc(C)c1C(=O)N1CCc2ccccc21,8,-3,-13,-1.7,-3.1,1,-2,14,2
Cc1ccc(C)c(OCC(=O)Nc2nc3ccc([N+](=O)[O-])cc3s2)c1,5,-5,11,-2.5,0.8,1,-1,-10,3
COc1ccccc1NC(=O)Cn1nnc(C(=O)NCc2cccs2)c1N,-2,-5,6,-4.5,-4.4,7,-11,0,9
COc1nccnc1NS(=O)(=O)c1ccc(NC(=O)c2cccc(C)c2)cc1,7,2,18,-3.3,-1.2,3,-4,8,-5
O=C(Cc1cccs1)N1CCN(S(=O)(=O)c2ccc(Br)cc2)CC1,0,3,-1,-3.3,-2.8,-4,-5,-9,-5
CCCCC1(Cc2ccc(OC)c([N+](=O)[O-])c2)C(=O)N(c2ccccc2)N(c2ccccc2)C1=O,1,-5,-16,-2.5,-2.2,5,2,-22,2
CCCCCCNS(=O)(=O)c1ccccc1Br,-1,nt,-6,nt,nt,nt,nt,22,5
O=C(/C=C/c1ccc(Cl)c(Cl)c1)NCCCn1ccnc1,4,8,-14,-3.0,-1.5,4,11,10,8
C[C@@H](NC(=O)CN1C(=O)c2ccccc2S1(=O)=O)c1ccccc1,6,4,1,-2.0,-2.3,15,0,15,-6
O=C(CSc1nc2ccc(NC(=O)C3CCCCC3)cc2s1)NCC1CCCO1 (stereo not given),6,-2,-10,-0.2,-2.7,-5,-7,-7,1
Cc1ccc(N=Cc2c(O)c3ccccc3oc2=O)cc1F,-1,9,-7,-2.6,-3.6,12,-3,-2,5
S=C(NCCCc1ccccc1)NCc1ccccc1,1,4,-23,-2.1,-5.7,5,-25,-6,nt
COc1cccc(NC(=O)N2C3CCCC2CC(NC(=O)C(C)(C)C)C3)c1 (stereo not given),2,1,-9,-2.8,-2.0,2,-10,18,3
Cc1ccc2nc(Cl)nc(-c3ccccc3)c2c1,3,-7,2,-3.6,-2.4,-2,10,10,3
CCS(=O)(=O)N1Cc2ccccc2CC1C(=O)Nc1ccc(F)c(F)c1 (stereo not given),3,1,-14,-4.6,-3.5,-1,-8,-3,4
O=C(NC1CCCC1)C(c1cccs1)N(CC1CCCO1)C(=O)Cc1cccs1 (stereo not given),3,-7,-2,-6.6,-3.2,-1,-28,7,0
COC(=O)c1cc2occc2n1CC(=O)Nc1cc(OC)cc(OC)c1,2,3,-1,-0.7,-1.6,4,0,-20,2
COc1ccc(CNC(=O)COC(=O)c2ccc(Br)cc2)cc1,6,6,7,-2.2,-1.8,-1,-9,28,-4
CCOc1cccc(=O)c2c(C)oc(C)c12,2,7,-8,-0.4,-1.7,-3,-6,6,5
O=C(CCN1C(=O)c2ccccc2C1=O)Nc1cccc(S(=O)(=O)N2CCCCC2)c1,3,2,-6,-3.6,-3.5,0,-9,10,-2
Cn1c(Cn2cnc3ccccc32)nc2ccccc21,-3,0,-7,-1.1,-1.4,-1,-2,6,7
CCCN(CC(=O)Nc1ccc(Cl)cc1Cl)C(=O)/C=C/c1ccco1,4,0,-6,-3.7,-3.0,2,-21,-2,-4

# 12 entries from above in a different format:
SMILES	IDE cell activ	M18AAP inhibitor	p-CIP stab down	IMP-1 inh	VIM-2 inhibitor	NS3 helicase inh	DNA FID counter	UBC9 SUMO inh	IDE cell inh
CCn1c(CNc2ccc(C(=O)O)cc2)nc2ccccc21	2	3	-11	-5.5	-2.9	4	-6	4	3
c1ccc(-c2nc(-c3ccccn3)nc(-c3ccccn3)n2)nc1	8	0	-2	-1.0	21*	-3	-13	3	-5
Cc1nn(-c2ccccc2)c2c1C1(C(=O)N(C(C)C)c3ccccc31)C(C#N)=C(N)O2 (stereo not given)	4	6	5	-3.3	-2.3	12	-19	-14	4
Cc1c(C(c2ccc(F)cc2)c2c(C)n(C)n(-c3ccccc3)c2=O)c(=O)n(-c2ccccc2)n1C	1	-4	-5	-0.5	0.8	-2	-22	11	2
O=C(Cn1cccc1)N1CCN(c2ccc(F)cc2)CC1	2	0	-3	-3.5	-5.4	6	-5	12	1
CC(C)c1ncc(C(O)c2ccccc2)n1C (stereo not given)	4	1	-1	-1.5	-2.0	-2	-1	3	4
O=C(CN1C(=O)C2C3C=CC(C4CC34)C2C1=O)OCC(=O)c1ccccc1 (stereo not given)	0	-1	0	-4.4	1.7	-3	-13	8	0
Cc1ccccc1C(=O)Oc1ccccc1N1C(=O)C2CC=CCC2C1=O (stereo not given)	0	-5	1	-1.1	-0.4	11	-17	-4	3
O=C(NC(=O)N1CCN(c2ccccc2F)CC1)c1ccccc1	10	-4	1	-3.3	-1.1	7	2	24	2
O=C(N/N=C/c1ccc(O)c(O)c1)NC12CC3CC(CC(C3)C1)C2	4	48*	8	-0.9	0.1	-3	-7	-4	1
CC(=O)N/C(=C\c1ccccc1)C(=O)OCC(=O)N(C)C1CCCCC1	3	5	4	-2.2	-0.5	17	-21	-1	-4
Fc1ccccc1/C=N/Nc1cc(N2CCCCC2)ncn1	0	-1	nt	-2.1	-2.0	0	-26	nt	0

# Next section:
SMILES,IDE cell activ,M18AAP inhibitor,p-CIP stab down,IMP-1 inh,VIM-2 inhibitor,NS3 helicase inh,DNA FID counter,UBC9 SUMO inh,IDE cell inh
Cc1nc2ccc([N+](=O)[O-])cc2c(=O)n1Cc1ccccc1Br,-4,1,-2,-1.8,0.8,1,5,6,-2
COc1cc(OC)c(C2SCCN2S(=O)(=O)c2ccc(F)cc2)cc1OC (stereo not given),-2,-1,-7,-0.5,-2.6,9,2,8,-1
Cc1ccc(NC(=O)c2ccc3[nH]c(=O)c(=O)[nH]c3c2)nc1,4,3,-1,-1.6,-1.9,5,-13,22,-4
Cc1nn(CC(=O)N2CC(=O)Nc3ccccc32)c(C)c1[N+](=O)[O-],-2,4,2,-2.6,-2.1,3,-17,5,2
Cc1ccc(N(CC(=O)NC2CCCCC2)C(=O)CNC(=O)c2ccco2)cc1C,-4,2,-4,-0.9,-4.1,4,-40,5,2
CN(c1ccc(O)cc1)c1nc(-c2cccs2)cs1,-11,39*,-8,1.1,5.0,9,2,-9,1
O=C(c1cc([N+](=O)[O-])ccc1N1CCCCC1)N1CCc2ccccc21,3,2,5,-5.2,-5.5,8,4,-7,2
O=C(Nc1ccc(Cl)c(C(F)(F)F)c1)N1CCCC(O)C1 (stereo not given),-1,-3,0,-3.6,0.6,4,-1,17,4
COc1ccc(C(=O)NC2CC2)cc1OC1CCN(C(C)CSC)CC1 (stereo not given),4,0,12,-2.9,-4.1,2,9,-2,7
Cc1ccc(C2=Nc3ccccc3N=C(C(Cl)Cl)C2)cc1,5,-1,-3,-0.1,-3.0,9,-7,-1,1
